# Rad51 HR inh – blocks human Rad51 in homologous recombination | Q06609 | hRad51 DNA strand exchange, fluorescence dequenching | inhibition, % at 10 µM | hit rate 0.085% among 200,000 | AID 1385;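 active = inhibition above 40% at the single screening dose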;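 note: 0% = DMSO control wells and 100% = blanks with heterologous ssDNA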
# Target sequence (Q06609 whole entry, looked up): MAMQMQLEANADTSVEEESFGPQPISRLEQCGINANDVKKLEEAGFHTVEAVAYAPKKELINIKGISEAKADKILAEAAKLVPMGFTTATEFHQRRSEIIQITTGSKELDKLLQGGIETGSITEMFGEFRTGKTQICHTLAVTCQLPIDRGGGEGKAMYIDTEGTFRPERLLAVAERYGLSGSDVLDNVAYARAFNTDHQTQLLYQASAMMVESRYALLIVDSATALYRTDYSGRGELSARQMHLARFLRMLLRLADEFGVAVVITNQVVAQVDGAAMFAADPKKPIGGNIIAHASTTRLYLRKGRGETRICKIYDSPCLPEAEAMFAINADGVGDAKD
#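 Test system – preformed human Rad51 ssDNA filaments · Reagent – Donor/quencher-labelled 47-bp dsDNA substrate · Incubation – 37 °C 15-min filament assembly, 30-min compound preincubation, 15-min exchange · Signal – FRET fluorescence dequenching, excitation 485 nm, emission 520 nm · Read-out – percent inhibition from fluorescence, normalised to plate control and blank means · Benchmarks – plate control and blank wells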
# EBV gp42 block – EBV gp42 inhibition; Fluorescence polarization binding assay, mP read-out; hit rate 0.42% among 220,000; inhibition, % (tested at 21.74 µM); Q1HVG2; AID 1085; in the data active = inhibition above about 50%
# Target sequence (Q1HVG2 whole entry, looked up): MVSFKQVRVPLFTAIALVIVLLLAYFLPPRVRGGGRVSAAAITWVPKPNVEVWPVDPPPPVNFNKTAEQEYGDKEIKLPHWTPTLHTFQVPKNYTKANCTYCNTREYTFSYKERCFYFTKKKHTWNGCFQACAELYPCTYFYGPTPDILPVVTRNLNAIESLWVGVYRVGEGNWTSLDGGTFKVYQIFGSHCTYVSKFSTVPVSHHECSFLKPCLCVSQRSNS
# TNF necrop inh – TNF-alpha cell death inhibition in Jurkat FADD-/- cells. AID 463075. Jurkat FADD-/- TNF necroptosis rescue, ATP luminescence, 24 h; 0 = TNF only, 100 = no-TNF cells. hit rate 0.068% among 220,000. activation (protection from cell death), % at 10 µM;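 active = activation, meaning protection from cell death, of at least 50% relative to plate controls; inactive = activation below 50%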;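 note: necroptosis triggered by 40 ng/mL TNF-alpha added together with compound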
# KCC2 mod – KCC2 (human) Cl- transport modulation; Q9H2X9; KCC2 cells, thallium flux FluoZin-2 fluorescence; B-score of Tl+ flux slope (higher = more flux/activation; lower = inhibition) at 10 µM; hit rate 2.2% among 190,000;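 active = thallium flux slope and its plate-corrected score both differing from the plate sample mean at a set confidence after two filtering rounds, in either direction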;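 note: slope of fluorescence scaled to starting intensity during 10 to 20 s after thallium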
# Calpain2 inh – calpain II (pig) inhibition; hit rate 0.37% among 220,000; inhibition, % at 16 µM; purified calpain II, fluorogenic peptide substrate, 30 min;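 active = inhibition above about 50%, limit read from the data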
# Mdm2 ligase inh – Mdm2 E3 ligase (human) inhibition; cell-based MDM2 ubiquitination luciferase reporter, 2 h; 0 = plate control, 100 = twice control, blank-subtracted; signal enhancement, % at 5 µM; AID 1230; hit rate 0.11% among 210,000; Q00987;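 active = signal enhancement of 30% or more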;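 note: luminescence tracks abundance of the self-degrading MDM2-luciferase fusion protein; higher signal means inhibition of MDM2 E3 ligase activity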
# Target sequence (Q00987 whole entry, looked up, the tested form may be a part): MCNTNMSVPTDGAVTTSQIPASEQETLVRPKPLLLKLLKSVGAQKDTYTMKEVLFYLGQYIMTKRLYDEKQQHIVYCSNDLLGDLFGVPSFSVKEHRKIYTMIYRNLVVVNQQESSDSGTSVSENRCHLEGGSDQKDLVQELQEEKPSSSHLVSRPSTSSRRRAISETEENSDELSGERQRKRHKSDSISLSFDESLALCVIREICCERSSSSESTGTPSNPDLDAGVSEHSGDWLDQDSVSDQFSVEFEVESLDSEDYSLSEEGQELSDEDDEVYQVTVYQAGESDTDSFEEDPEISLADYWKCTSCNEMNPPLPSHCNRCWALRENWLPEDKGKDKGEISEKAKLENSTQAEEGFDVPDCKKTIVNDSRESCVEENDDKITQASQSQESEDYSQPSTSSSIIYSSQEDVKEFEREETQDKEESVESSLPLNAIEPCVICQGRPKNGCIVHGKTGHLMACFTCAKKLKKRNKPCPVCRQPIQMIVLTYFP
#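 Assay system: mammalian cells stably expressing self-ubiquitinating, self-degrading MDM2 E3–luciferase fusion. Quantity: 2000 cells in each well. Medium: DMEM culture medium. Compound dosing: single-point 5 µM. Timing: cell settling 4 h, compound treatment 2 h, both 37 °C. Technique: luciferase luminescence. Read-out basis: percent signal gain over controls, blank-subtracted. Benchmarks: plate controls and plate blanks.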
# PERK inh – inhibitors of human PERK kinase. inhibition, % at 5.6 µM. hit rate 0.17% among 220,000. CHO PERK-DD fusion, SEAP luminescence translation reporter. AID 1416;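 active = inhibition above the mean inhibition of all tested compounds plus 3 SD, set separately per screening campaign, cut at about 2.9% in these data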;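 note: PERK kinase domain activated by AP20187 dimerizer at 100 nM; 0% = DMSO with dimerizer and 100% = rapamycin at 8.4 µM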
# L929 necroptosis – L929 zVAD cell death inhibition; L929 zVAD necroptosis rescue, ATP luminescence, 24 h; with zVAD 60 µM; viability rescue, % at 10 µM; hit rate 0.38% among 220,000; AID 1377;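 active = activation, scaled between plate controls, above about 75%, limit read from the data; inactive = activation under that limit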;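 note: 0% = zVAD with DMSO and 100% = DMSO alone without zVAD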
# eIF4E-4G inh – inhibitors of eIF4E and eIF4G interaction in translation initiation; TR-FRET eIF4E-eIF4GI(517-606) binding, 2 h; inhibition, % at 21.7 µM; hit rate 0.37% among 220,000;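 active = inhibition above about 30%, limit read from the data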;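 note: 0% = full FRET control wells and 100% = background wells lacking eIF4GI fragment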
# Active calls of the source: *; · = no result given; [ ] = dose if it differs, or a comment.
cpd	canonical_smiles	Rad51 HR inh	EBV gp42 block	TNF necrop inh	KCC2 mod	Calpain2 inh	Mdm2 ligase inh	PERK inh	L929 necroptosis	eIF4E-4G inh
1	O=C(NCC1CC1)[C@@H]1C[C@H]1[C@@H](NP(=O)(c1ccccc1)c1ccccc1)c1ccccc1	-3	-4	-0.3	-0.35	14	·	-0.9	-0.1	3
2	CCN(CC)S(=O)(=O)c1ccc(N=NC2=C(O)CCCC2=O)cc1	8	-13	-1.1	0.36	17	-3	0.7	0.0	1
3	CCN(C#N)c1nc(NC(C)C)nc(NC(C)C)n1	0	-16	-2.1	·	14	9	-0.6	-0.2	-5[fluorescence artefact?]
4	CC(=O)c1ccc(NC(=O)C(C)N(C)CC(=O)Nc2cccc(F)c2)cc1 (stereo unspecified)	-10	10	7.5	0.73	-27	-4	0.8	60	-2
5	O=S1(=O)N=C2CCCCCN2C(c2ccccc2)N1 (stereo unspecified)	-2	-7	-0.5	0.023	-25	5	-0.1	0.9	1
6	O=c1nc2n(c3ccc(Br)cc13)CCS2	1	-3	-1.8	0.052	-13	·	0.4	-0.5	3[fluorescence artefact?]
7	CCn1c(/C=C/c2c(C)n(CC)c3ccccc23)nc2ccccc2c1=O	6	-12	2.3	-0.3	1	15	-0.1	0.1	6
8	COc1ccccc1-n1cc(CN2CCN(C3CCCC3)C(CCO)C2)cn1 (stereo unspecified)	-8	-14	0.8	0.37	0	-1	-0.3	-0.1	1
9	O=C(CSc1nccc(-c2cccs2)n1)Nc1ccc(Cl)cc1	-4	-3	2.4	0.76	22	-13	-2.1	0.9	-1
10	C[C@]12C=CC(=O)C=C1CC[C@@H]1[C@@H]2[C@@H](O)C[C@@]2(C)[C@H]1CC[C@]2(O)C(=O)COC(=O)CCC(=O)O	-5	-3	1.0	0.081	11	·	0.2	61	-4
11	O=C(CCn1c(=O)sc2ccccc21)NCCC1=CCCCC1	8	-1	·	·	34	-1	·	·	0[fluorescence artefact?]
12	Cc1nnc(SCC(=O)N(C)CC(=O)Nc2ccc(F)cc2)n1Cc1ccccc1	-8	-16	0.2	-1	8	-16	-0.3	-0.6	-1
13	CCCCSc1nnc(-c2ccc(NC(=O)CC)cc2)n1C	-6	-26	2.6	-0.93	6	-5	-1.3	-0.4	1
14	CC(C)C1NC(=S)N(Cc2ccccc2)C1=O (stereo unspecified)	1	·	5.0	-0.28	·	-13	-0.3	-0.5	·
15	COc1ccc(S(=O)(=O)Cc2ccc(C(=O)NCCCN3CCc4ccccc4C3)o2)cc1	-1	-22	0.2	-0.017	0	-7	-0.4	1.4	-3

# Some of the entries so far, with values under each structure.
# Values run as follows: Rad51 HR inh	EBV gp42 block	TNF necrop inh	KCC2 mod	Calpain2 inh	Mdm2 ligase inh	PERK inh	L929 necroptosis	eIF4E-4G inh
3. CCN(C#N)c1nc(NC(C)C)nc(NC(C)C)n1
  0	-16	-2.1	·	14	9	-0.6	-0.2	-5[fluorescence artefact?]
4. CC(=O)c1ccc(NC(=O)C(C)N(C)CC(=O)Nc2cccc(F)c2)cc1 (stereo unspecified)
  -10	10	7.5	0.73	-27	-4	0.8	60	-2

# Next results:
cpd	canonical_smiles	Rad51 HR inh	EBV gp42 block	TNF necrop inh	KCC2 mod	Calpain2 inh	Mdm2 ligase inh	PERK inh	L929 necroptosis	eIF4E-4G inh
16	Cc1ccc2c(c1)C(c1ccncc1)=NNC(c1ccccc1)=N2	-2	-20	0.5	·	-11	-6	0.9	-0.6	0
17	Cc1ccc(-c2nnc(SCC(=O)NNC(=O)COc3cccc(C)c3)n2C)cc1	-3	7	-3.8	·	9	-5	0.2	-0.2	5[fluorescence artefact?]
18	NC(=O)c1sc2nc3c(c(-c4ccccc4)c2c1N)CCC3	3	68*	0.0	-1.2	-12	-14	-0.4	-0.7	1
19	CCc1nnc(NC(=O)CSc2nc3[nH]ncc3c(=O)[nH]2)s1	·	1	0.1	0.15	9	-33	0.8	-0.3	6
20	CN(C)/C=C(\C=O)c1cccc(Cl)c1	-6	-18	1.0	0.56	-4	-7	0.5	4.0	4
21	Cc1c(NC(=O)/C(C#N)=C/c2c(Oc3ccccc3)nc3ccccn3c2=O)c(=O)n(-c2ccccc2)n1C	3	-1	-2.6	0.55	-31	-6	0.6	1.1	9[fluorescence artefact?]
22	CCc1ccc(NC(=O)CSc2nnc(CC)c(CC)n2)cc1	-41	3	0.4	0.27	23	-22	-0.2	0.4	2
23	COc1ccc(-n2c3c(cc(C(=O)Nc4ccc5c(c4)C(=O)NC5=O)c2=O)C(=O)CCC3)cc1	·	·	-1.3	-0.23	·	·	0.7	0.3	·
24	Cc1cc(=O)[nH]c(SCCOc2ccc(OC(C)C)cc2)n1	1	-19	-0.7	-1.1	32	-10	0.4	1.9	4
25	O=CNCC(=O)NCCc1ccc(Cl)cc1	4	-10	0.1	·	-12	-4	-0.3	1.5	3[fluorescence artefact?]
26	C/C(=N/NC(N)=S)c1ccccc1[N+](=O)[O-]	-3	-21	-5.0	·	-7	-10	1.1	-0.1	-6
27	Cc1ccc(NC(=O)c2cccnc2C(=O)Nc2ccc(C)cc2)cc1	-8	-3	-0.2	0.11	-64	6	2.2	11	-1
28	CC(=O)OCC(=O)Nc1c(C)cccc1C	6	-7	0.2	-0.73	-28	-7	0.3	0.9	0
29	CC(C)C(C(=O)NC1CCCCC1)N(CC1CCCO1)C(=O)CNS(=O)(=O)c1ccc(F)cc1 (stereo unspecified)	·	-8	0.5	0.015	18	-17	0.2	2.6	-1
30	O=C(O)CC(c1cccc([N+](=O)[O-])c1)N1Cc2ccccc2C1=O (stereo unspecified)	·	6	-0.4	-0.82	30	-18	0.2	0.0	3
31	CC(=O)Nc1ccc(S(=O)(=O)N2CCN(c3cc(C(F)(F)F)ccn3)CC2)cc1	14	-6	1.6	-0.1	-27	-10	-0.1	1.8	4
32	CCc1c(C)nc(SCC(=O)Nc2nc(-c3ccc(OC)cc3)cs2)[nH]c1=O	9	-2	0.0	·	24	-16	-0.9	20	-3
33	Cc1nc2c(ccc3nc(NC(=O)C4CC4)sc32)s1	-9	-14	1.3	-0.039	-28	-29	-0.3	80*	1
34	CCN(C(=O)COC(=O)/C=C/c1ccccc1[N+](=O)[O-])C1CCS(=O)(=O)C1 (stereo unspecified)	-7	-14	-0.2	-0.26	-10	3	0.7	2.2	1
35	O=C1C=C(NNC(=O)c2ccncc2)CC(c2ccccc2)C1 (stereo unspecified)	-20	2	-0.3	-0.98	-18	-6	-0.1	1.6	2
36	COc1ccc(CCC(=O)N2c3ccccc3CC2C)cc1 (stereo unspecified)	-4	0	1.3	-1.4	-11	0	-0.8	-0.2	3
37	Cc1cc(C)c2nc(NNC(=O)c3ccc(S(=O)(=O)N4CCc5ccccc5C4)cc3)sc2c1	-1	3	-22	-0.13	-41	·	-0.2	·	-2[fluorescence artefact?]
38	CCOc1ccc(N(CC(=O)Nc2cccnc2)S(C)(=O)=O)cc1	6	-17	1.7	0.09	-9	-2	0.0	0.8	-2
39	CS(=O)(=O)N1CCC(Oc2ccccc2C(=O)NCCCc2cccnc2)CC1	-7	-3	1.0	-0.053	24	5	0.4	-1.5	2
40	COc1ccc(C(C)=O)cc1COc1ncnc2ccccc12	-3	-1	14	-1	32	-12	-1.0	-0.1	-1
41	CCOC(=O)N1CCN(c2ccc(C(=O)CC)cc2F)CC1	2	-8	-4.0	-0.19	23	4	-0.2	0.2	5
42	CCOC(=O)c1cnc2ccccc2c1NCCc1ccc(OC)c(OC)c1	-4	9	-2.7	-0.02	12	-23	-1.4	-0.4	5
43	COc1ccc(NS(=O)(=O)c2cccc(C(=O)N/N=C/c3ccc(O)cc3)c2)cc1	-37	-5	0.3	0.43	-28	-11	0.9	28	5
44	CC(C)(CNc1ccc([N+](=O)[O-])cc1C#N)N1CCOCC1	3	-12	2.2	0.073	7	-8	0.2	2.9	-3
45	COc1ccccc1Nc1nnc(SCC2CCCCO2)s1 (stereo unspecified)	9	-5	-6.9	-0.41	27	-32	-0.2	1.1	0
46	Cc1ccc(/C([O-])=C(/C(=S)NCc2ccc3c(c2)OCO3)[n+]2ccc(N(C)C)cc2)c(C)c1	1	-7	-0.7	-0.57	2	-8	0.0	-0.5	2
47	O=C(CSc1nc2ccccc2o1)Nc1ccccc1N1CCOCC1	-9	-74	0.4	-0.69	30	-26	-1.0	-0.1	3
48	COc1ccc(C(C(=O)NCCC(C)C)N(CCN2CCOCC2)C(=O)Cn2nnc3ccccc32)c(OC)c1 (stereo unspecified)	-47	-14	-0.7	0.69	-22	-9	-0.3	-0.1	3
49	Cn1nnc(NC(=S)NC(=O)c2cc3ccccc3o2)n1	-4	-11	1.0	3.3	-6	·	1.0	0.0	-4
50	COc1ccccc1N1CCN(Cc2nc(N)nc(Nc3ccc(C)c(Cl)c3)n2)CC1	-2	-4	-1.3	-2	-28	-12	-1.2	1.9	0
51	CC(C)C(=O)Nc1ccccc1C(=O)N/N=C/c1ccc([N+](=O)[O-])cc1	2	-2	-1.6	·	-27	-11	0.3	-0.1	·
52	CS(=O)(=O)NCc1ccc(C(=O)NCc2ccccc2)cc1	-9	-13	-0.8	0.39	8	-6	0.7	0.8	6
53	CN(C)c1ccc(C(=S)N2CCNCC2)cc1	4	0	1.7	-0.04	-7	2	0.2	0.0	18
54	CCOC(=O)CC/C(C)=N\N=C1\SC(CC(=O)O)C(=O)N1c1ccccc1 (stereo unspecified)	23	-8	0.8	·	4	-9	0.1	-0.2	3
55	C/C(CC(=O)Nc1ccc2c(c1)OCO2)=N\NC(=O)C(c1ccccc1)c1ccccc1	17	0	9.4	0.19	32	-6	-0.3	68	0[fluorescence artefact?]
56	COc1ccc(C(=O)NC(=S)Nc2ccc(N3CCCC3)cc2)cc1OC	·	0	-0.1	0.24	-7	1	0.8	-0.2	3
57	Cc1ccc(NC(=S)N(CCCN2CCN(C)CC2)Cc2cccs2)cc1	-3	-22	0.2	1.1	-17	1	-0.2	-0.3	0
58	Cc1noc(C(=O)NC2CCCCC2)c1Cl	·	6	-0.3	1.5	-8	-11	0.1	-0.1	-7
59	Cc1ccc(CN(Cc2cccnc2)C(=O)CN2C(=O)COc3ccccc32)o1	-9	-14	-0.4	-1.2	-36	-30	-1.0	-0.6	12
60	CN1/C(=C/C(=O)C2CCC2)Sc2ccccc21	0	-19	-9.6	-4.6*	-41	-22	-1.4	0.3	-36[fluorescence artefact?]
61	COc1cc(Br)cc(-c2nc3c(c(=O)[nH]c(=O)n3Cc3ccccc3)n2C)c1O	-6	-3	-1.1	-0.21	-150	2	-0.1	4.7	9
62	O=C(Nc1nccs1)c1cc(Cl)ccc1[N+](=O)[O-]	-12	-25	1.0	2	24	-2	1.2	0.2	4
63	c1ccc(NC(=NCc2ccco2)c2ccccc2)cc1	4	1	-0.9	-0.72	-4	-9	-0.2	-0.1	-2[fluorescence artefact?]
64	COc1cccc(N(CC(=O)N2CCN(C)CC2)S(=O)(=O)c2ccc(C)cc2)c1	-9	-30	-0.2	·	-17	-2	-1.2	0.0	3[fluorescence artefact?]
65	COCc1cc(=O)[nH]c(/N=C(\N)Nc2ccc(C)cc2C)n1	·	0	0.3	-0.86	15	-6	0.4	0.8	2
66	Cc1cc(C(=O)NC2Cc3ccccc3C2)c(C)o1	-15	-8	1.5	-0.16	4	-7	0.1	1.3	4
67	Cc1ccc(C)c2sc(NC(=O)c3ccc(N4C(=O)CCC4=O)cc3)nc12	6	-23	1.8	0.02	-36	·	0.9	·	-2
